NR2E3 ag-1 = NR2E3 (human) agonism | Q9Y5X4 | GST-NR2E3/biotin-RetCOR TR-FRET, 1536-well | inhibition of corepressor binding, % at 4.78 µM | 320,000 compounds, 0.12% hits | AID 2300;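 active means percent inhibition above the cutoff of mean plus 3 SD of all tested compounds, set per screening campaign, cut at about 20% in these data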;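 further: 0% = DMSO wells and 100% = biotin wells as full block of FRET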
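System: GST-NR2E3 and biotin-RetCOR proteins; probe or stimulus: 7 nM biotin-RetCOR; doses: compound at 4.8 µM, single dose; schedule: Compound–protein incubation for 5 h at 4 °C; detection: time-resolved FRET; read-out: percent inhibition; controls: biotin wells as high control, 0.6% DMSO wells as low control; format: 1536-well plates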
iPSC survival up = hiPSC single-cell survival enhancement; ATPlite luminescence; 100% = ROCK inhibitor wells, 0% = DMSO; survival enhancement, % at 20 µM; 360,000 compounds, 0.044% hits; AID 602274; in the data active means survival enhancement above about 18%;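 further: cells exposed to compounds for 16 hours before the ATP read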
CaV13 ICDI inh = Primary screen for inhibitors of IQ motif and Ca2+-dependent inactivation inhibitor domain binding in CACNA1D, Förster resonance energy transfer in living cells, …. HEK cells, CFP/YFP FRET ICDI-IQ, plate reader, 10 min; percent FRET-ratio fall versus neutral wells. inhibition, % at 12.3 µM. 340,000 compounds, 0.098% hits. AID 743397;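 active means mean replicate inhibition of at least 30% and at least 1% of replicates passing that level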;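 further: 0% = median of the neutral control wells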
m5-HT2A agonist = mouse HTR2A agonism via beta-arrestin recruitment. 360,000 compounds, 0.66% hits. CHO-K1 mHTR2A beta-arrestin complementation, luminescence; percent of 30 µM serotonin response. activation, % at 7.6 µM. P35363;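 active means activation above a run cutoff, the mean activation of all tested compounds plus 3 SD, cut at about 14% in these data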;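 further: 0% = plate median of compound wells and 100% = 30 µM serotonin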
Target sequence (P35363 whole entry, looked up): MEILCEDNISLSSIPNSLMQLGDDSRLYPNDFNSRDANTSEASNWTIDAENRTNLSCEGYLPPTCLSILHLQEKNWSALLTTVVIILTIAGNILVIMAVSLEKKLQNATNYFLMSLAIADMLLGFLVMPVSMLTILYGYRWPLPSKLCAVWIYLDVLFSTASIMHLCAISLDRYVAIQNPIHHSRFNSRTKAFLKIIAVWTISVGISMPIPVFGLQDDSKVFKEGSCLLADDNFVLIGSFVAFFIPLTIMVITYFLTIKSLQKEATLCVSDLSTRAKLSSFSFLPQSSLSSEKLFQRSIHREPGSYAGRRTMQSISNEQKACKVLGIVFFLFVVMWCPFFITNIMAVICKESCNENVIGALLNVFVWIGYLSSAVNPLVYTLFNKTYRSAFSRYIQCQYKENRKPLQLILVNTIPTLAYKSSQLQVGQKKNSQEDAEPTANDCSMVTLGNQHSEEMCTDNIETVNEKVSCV
HIF-2a block = blocks HIF-2a reporter activity; inhibition, % at 18.8 µM; 786-0 RCC cells HIF-2a reporter, luciferase luminescence, overnight; 360,000 compounds, 0.72% hits; AID 624352;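 active means inhibition of the luminescence signal of 40% or more relative to plate controls, in a single-dose primary screen at 18.75 µM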
Shn3 3UTR inh = reduces Shn3 3'UTR luciferase signal in osteoblasts; Clone20 osteoblast Shn3 3'UTR firefly luciferase, 24 h; inhibition, % at 12.5 µM; 360,000 compounds, 0.52% hits;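 active means mean inhibition of at least 75% with every replicate also reaching 75%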;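 further: 0% = median of neutral control wells and 100% = pilot-screen positive control compound; some compounds past the cut are filed as inactive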
Peg3 promoter = reduces Peg3 promoter-driven luciferase expression in HeLa; HeLa PEG-Prom luciferase reporter, luminescence, overnight; inhibition, % at 20 µM; 360,000 compounds, 1.7% hits; AID 588405;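 active means inhibition of at least 50% at 20 µM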
TRPM1 prom inh = reduces MITF-dependent TRPM1 promoter luciferase signal. SK-MEL-5 TRPM1 promoter luciferase, 24 h. inhibition, % at 12.5 µM. 330,000 compounds, 0.83% hits. AID 488899;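 active means mean inhibition across replicates of 60% or more, whatever share of single replicates reaches that level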; further: values of inactives mirror those of a sister screen read the other way
PDI inh = inhibitors of human protein disulfide isomerase; PDI insulin aggregation turbidity, A650, 90 min; inhibition, % at 10 µM; 350,000 compounds, 0.052% hits; AID 588391;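 active means mean inhibition across replicates of 30% or more, whatever share of single replicates reach that level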;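 further: absorbance from insulin aggregation driven by PDI reduction with DTT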
Target sequence (P07237 whole entry, looked up): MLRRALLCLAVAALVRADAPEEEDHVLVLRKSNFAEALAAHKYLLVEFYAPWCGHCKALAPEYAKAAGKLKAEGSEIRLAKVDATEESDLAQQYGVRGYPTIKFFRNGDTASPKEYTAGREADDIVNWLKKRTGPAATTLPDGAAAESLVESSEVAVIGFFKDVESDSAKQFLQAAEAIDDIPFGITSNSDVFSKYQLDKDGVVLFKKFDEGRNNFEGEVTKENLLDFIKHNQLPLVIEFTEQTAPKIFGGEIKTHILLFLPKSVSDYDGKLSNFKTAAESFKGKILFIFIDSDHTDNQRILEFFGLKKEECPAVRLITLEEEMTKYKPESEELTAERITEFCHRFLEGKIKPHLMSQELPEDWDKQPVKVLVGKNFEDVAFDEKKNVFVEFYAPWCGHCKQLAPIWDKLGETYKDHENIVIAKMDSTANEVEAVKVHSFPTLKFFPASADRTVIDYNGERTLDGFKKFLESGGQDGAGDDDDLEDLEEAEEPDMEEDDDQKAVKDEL
NR2E3 ag-2 = human photoreceptor-specific nuclear receptor agonism. Q9Y5X4. CHO-S Gal4-NCOR/VP16-NR2E3 two-hybrid, luciferase. inhibition of corepressor binding, % at 3.98 µM. 360,000 compounds, 0.35% hits. AID 602229;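 active means inhibition above the mean of all tested compounds plus 3 SD, cut at about 70% in these data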;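 further: 0% = DMSO with NR2E3 transfected cells and 100% = cells lacking NR2E3 construct; higher means lower luciferase signal from less NR2E3 corepressor binding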
Cardio protect = myocardial damage modulation in H9c2 cells; H9c2 cardiomyocytes, H2O2 injury protection, ATPLite, 2 h; protection from H2O2 cell death, % at 20 µM; 360,000 compounds, 0.63% hits;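 active means compounds giving at least 50% protection of heart cells from peroxide-induced death in the single-dose screen, raw or plate-pattern-corrected value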;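 further: 0% = DMSO wells with peroxide and 100% = DMSO wells without peroxide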
* marks the source's active call; other numbers are inactive results; . = not tested or not shown.

canonical_smiles,NR2E3 ag-1,iPSC survival up,CaV13 ICDI inh,m5-HT2A agonist,HIF-2a block,Shn3 3UTR inh,Peg3 promoter,TRPM1 prom inh,PDI inh,NR2E3 ag-2,Cardio protect
CCNC(=O)Cn1c(=O)c(=O)n(Cc2ccccc2)c2ccc(Cl)cc21,-2,-1.8,-5,-1,10,-10,2,11,-28,-6,4
COc1cccc(CN2CCN(C(=O)c3cccc(OC)c3)CC2)c1,2,-0.7,-1,3,24,2,16,6,3,-6,2
O=C(C1=C[C@@H](c2ccc3c(c2)OCO3)C[C@@H](OCCCCO)O1)N1CCN(Cc2ccc3c(c2)OCO3)CC1,1,0.0,-5,11,20,12,5,-13,-13,-15,4
COc1cccc(NC(=O)NNC(=O)c2ccc3c(c2)NC(=O)C(C)(C)O3)c1,2,0.1,-4,-4,11,-4,3,-1,2,3,-4
CCNC(=O)C1(C)CCN(Cc2ccc(OC(F)(F)F)cc2)C1 (stereo unspecified),.,-0.5,-9,-2,-8,-6,9,.,6,-29,-1
CC1CC(C)CN(S(=O)(=O)N2CCCC(C(=O)NCCCN3CCOCC3)C2)C1 (stereo unspecified),-2,-0.4,-2,0,11,-18,4,4,-9,-21,5
Cc1c(NC(=O)CN2C(=O)NC3(CCCCC3)C2=O)c(=O)n(-c2ccccc2)n1C,0,-0.9,-2,1,15,2,-1,5,5,-12,1
O=[N+]([O-])c1ccc2c(c1)C(O)n1ncnc1S2 (stereo unspecified),2,2.9,-3,2,6,-14,13,8,3,-10,8
CCNC(=S)NNC(=O)c1ccc(OC)cc1,1,-2.6,-2,0,11,12,-3,-12,-9,12,6
Cc1ccc(/C=N/NC(=O)Nc2ccccc2)o1,0,2.8,-4,2,-186,-52,-203,-56,-5,-99,-7
Cc1ccc(/C=N/n2c(C)n[nH]c2=S)o1,1,2.8,-5,2,6,48,7,12,9,-26,-6
NS(=O)(=O)c1ccc(CCNC(=O)CNC(=O)c2ccccc2F)cc1,0,1.5,-4,5,14,-9,1,6,-10,-7,0
NC(=S)Nc1nccc(-c2cccs2)n1,-1,1.3,-2,0,-143,-3,-155,-29,-4,-1,5
COc1ccc(NC(=O)CCNS(=O)(=O)c2cc(Br)cnc2N)c(OC)c1,-2,0.3,-3,11,12,-15,21,-9,5,6,5
Cn1cc(CN2CCC(O)CC2)c(-c2ccc(Oc3ccccc3)cc2)n1,2,-3.1,-7,-5,7,-34,2,6,5,6,-2
N#CCOC(=O)C1c2ccccc2Oc2ccccc21,3,-0.4,-2,1,17,20,18,1,-6,14,2
CCCCN(CC)Cc1ccc(CNC(=O)Nc2ccc(Cl)cc2)o1,-1,-0.5,-3,-12,-4,39,-16,-11,-4,6,8
O=C(CCCCCN1C(=O)c2ccccc2C1=O)Nc1ccccc1,1,0.1,-9,-3,3,14,-3,9,-7,-10,-3
Cc1cc(C)n(C(=O)/C=C/c2cccs2)n1,2,0.5,-4,6,-89,-9,-9,-33,-5,-23,-2
O=C1CC(c2ccco2)CC2=C1C1c3ccccc3C(=O)N1c1ccccc1N2 (stereo unspecified),1,1.6,-6,-11,-71,-48,33,10,7,9,-4
COc1cccc(CN(C(=O)c2ccccc2)C2CCS(=O)(=O)C2)c1 (stereo unspecified),-1,0.3,-7,-8,-2,-13,-9,-1,3,11,4
CC(NC(=O)COC(=O)C1CCN(c2ccc(C(F)(F)F)cn2)CC1)c1ccccc1 (stereo unspecified),.,-2.0,-9,8,7,0,15,.,-2,1,-14
CCCCCCCCCCCCC(=O)CCCCC(=O)O,-4,-1.6,.,0,0,-2,-5,-36,.,8,1
CN(C(=O)Cn1cnc2ccccc2c1=O)C1CCS(=O)(=O)C1 (stereo unspecified),-6,-0.5,-5,6,5,11,-10,3,1,-11,3
O=C1CC(c2ccccc2)Cc2nc(NCc3ccco3)ncc21 (stereo unspecified),-2,-2.2,-4,0,9,5,30,6,3,-23,2
O=C(NCC(c1cccnc1)N1CCOCC1)c1ccc2c(c1)OCO2 (stereo unspecified),-1,-1.0,-4,-1,-14,-9,-10,0,-1,1,5
CC1CN(C(=S)Nc2ccc(Br)cc2)CC(C)O1 (stereo unspecified),-2,-0.5,-2,3,5,6,13,-8,-16,-6,5
CCN(CC)S(=O)(=O)c1cc(NC(=O)CSc2nnc(N)s2)ccc1C,2,-0.3,-6,-6,6,-1,7,4,5,-1,-3
O=C(NCCCN1CCOCC1)[C@@H]1CSC2c3ccccc3C(=O)N21 (stereo partly specified),1,0.7,0,0,16,33,6,1,13,-16,17
CCOC(=O)C1CCCN(C(=O)c2oc3ccccc3c2C)CC1 (stereo unspecified),.,8.3,-6,-2,8,17,-3,.,-4,-41,-2
CCN(CC)C(=O)Cn1cc(S(=O)(=O)CC(=O)N2CCOCC2)c2ccccc21,1,-0.3,.,3,3,-12,16,-8,4,10,0
C/C(=N\NC(=O)Cc1ccc(Cl)cc1)c1ccc(F)cc1,-4,-0.2,-6,-4,-3,37,11,4,1,-14,-12
CC(=C/c1ccccc1)/C=N/NC(=O)c1ccccn1,-1,-0.9,-19,0,-116,-54,-88,-24,9,-175,-14
O=C(COc1ccc(Br)cc1Cl)Nn1cnnc1,3,0.2,-5,5,1,6,10,7,2,-30,3
COc1cccc(-c2cnc(C(O)c3cccc(F)c3)[nH]2)c1 (stereo unspecified),.,5.2,-7,2,-110,-143,-44,.,-6,-48,-6
CC(C)C(Nc1ccc(C(F)(F)F)cc1[N+](=O)[O-])C(=O)O (stereo unspecified),3,-0.6,-15,-3,-3,-10,-5,4,-6,-24,8
CCCOC(=O)C1=C(C)OC23OC(N)=C(C#N)C12C(=O)c1ccccc13 (stereo unspecified),5,-2.2,.,2,24,9,10,18,-3,-10,-3
COC(=O)c1c(C)oc(C)c1S(=O)(=O)NCc1ccco1,-3,-0.3,-2,1,7,-12,-3,-6,11,-6,15
CCCC(=O)N(Cc1cc(=O)[nH]c2ccccc12)c1cccc(C)c1,6,-0.2,-4,-2,21,8,16,13,1,-10,-1
CN(C)c1cccc(C(=O)Nc2ccc(S(=O)(=O)Nc3nccs3)cc2)c1,.,0.2,.,3,-3,12,-21,-3,6,-8,1
Cc1cccc(-c2nnc(-c3ccccc3)o2)c1,2,2.2,-1,2,-234,-19,-316,-46,-2,-121,-11
CCCCNC(=O)Cn1c(=O)c2c(ncn2CCC(C)C)n(Cc2ccccc2)c1=O,0,0.1,-5,8,6,9,17,8,-1,-39,-5
O=C(NC1CCCC1)C(c1ccncc1)N(Cc1ccccc1)C(=O)c1ccc(-c2ccccc2)[nH]1 (stereo unspecified),0,-0.9,-5,-3,-72,0,-6,-10,-4,-38,2
OC(c1cccc(Cl)c1)c1nc(/C=C/c2ccc(C(F)(F)F)cc2)cs1 (stereo unspecified),.,4.9,-12,-5,-50,-31,-28,.,-3,10,-7
N#Cc1ccc(-c2ccc(OCC(O)CN3CCCCC3)cc2)cc1 (stereo unspecified),0,0.1,-13,-2,-5,2,-10,6,5,4,0
CCn1c(COc2ccccc2Cl)nnc1SCC(=O)Nc1ncccc1C,-2,0.7,-2,6,13,7,1,6,-4,14,-1
Cc1ccc(NCc2n[nH]c(=S)n2Cc2ccccc2)cc1Cl,.,-1.3,1,-1,15,-1,3,-3,1,-15,-3
CC(NCC(=O)Nc1cc(S(=O)(=O)N2CCOCC2)ccc1N1CCOCC1)c1ccco1 (stereo unspecified),7,-0.1,-8,-4,16,-3,0,3,-6,-8,-2
COC(=O)CSc1nnc2n(C3CCCCC3)c(=O)c3c4c(sc3n12)CCCC4,0,-0.8,-9,2,30,0,20,-5,-9,-4,-16
C=CCNC(=S)NNc1nc2c(c(=O)[nH]1)C1(CCCC1)Cc1ccccc1-2,3,-2.5,-3,4,17,-1,9,1,-9,-10,-8

Reformatted: entries from further up.
O=C(NC1CCCC1)C(c1ccncc1)N(Cc1ccccc1)C(=O)c1ccc(-c2ccccc2)[nH]1 (stereo unspecified)
  NR2E3 ag-1 = 0 | iPSC survival up = -0.9 | CaV13 ICDI inh = -5 | m5-HT2A agonist = -3 | HIF-2a block = -72 | Shn3 3UTR inh = 0 | Peg3 promoter = -6 | TRPM1 prom inh = -10 | PDI inh = -4 | NR2E3 ag-2 = -38 | Cardio protect = 2
OC(c1cccc(Cl)c1)c1nc(/C=C/c2ccc(C(F)(F)F)cc2)cs1 (stereo unspecified)
  NR2E3 ag-1 = . | iPSC survival up = 4.9 | CaV13 ICDI inh = -12 | m5-HT2A agonist = -5 | HIF-2a block = -50 | Shn3 3UTR inh = -31 | Peg3 promoter = -28 | TRPM1 prom inh = . | PDI inh = -3 | NR2E3 ag-2 = 10 | Cardio protect = -7

Next section.
canonical_smiles,NR2E3 ag-1,iPSC survival up,CaV13 ICDI inh,m5-HT2A agonist,HIF-2a block,Shn3 3UTR inh,Peg3 promoter,TRPM1 prom inh,PDI inh,NR2E3 ag-2,Cardio protect
O=C(Nc1ccc(C(=O)NN2C(=O)c3ccccc3C2=O)cc1)c1ccccc1,-3,-0.1,-8,1,11,-2,-1,0,10,-3,0
CCCC(=O)Nc1nnc(SCC(=O)Nc2ccc3c(c2)OCO3)s1,-1,-0.7,-3,-1,6,2,-1,3,2,15,4
C[C@@H]1CCCCO[C@H](CN(C)S(=O)(=O)c2cn(C)cn2)[C@H](C)CN([C@@H](C)CO)C(=O)c2cc(NC(=O)c3ccccc3)ccc2O1,.,0.9,-2,-2,10,-8,2,.,7,-38,-3
COc1ccc(OC)c(NC(=O)CN2CCC(NC(=O)c3ccccc3C)CC2)c1,1,0.3,-4,-1,17,5,21,11,-13,-7,-2
Cn1nc([N+](=O)[O-])nc1N1CCN(c2ccc(F)cc2)CC1,3,0.9,-3,3,-8,-77,-13,-8,-13,-13,8
COc1ccc(C(=O)NC(=S)Nc2ccc(S(N)(=O)=O)cc2)cc1,1,0.8,-5,4,10,14,1,-5,-10,-13,3
Cc1c(Cl)cccc1Nc1nc(N)nc(CSCCO)n1,.,2.1,-2,-3,3,-8,0,11,0,-35,-1
COc1ccc(OCC(O)CN2CCC(CN3C(=O)c4cccc5cccc(c45)C3=O)CC2)cc1 (stereo unspecified),0,1.5,9,-10,6,7,12,-2,1,23,17
CCCCN(C)C1CCN(C(=S)Nc2ccc(OCC)cc2)CC1,2,-0.3,2,-6,7,4,-19,-11,-4,-8,1
CCc1nnc(NC(=O)c2cc(-c3ccccn3)nc3ccc(Br)cc23)s1,5,-0.3,-7,12,8,8,24,11,6,-5,5
Cc1nn(CC(C)C)c2sc(C(=O)NC3CC(C)(C)NC(C)(C)C3)cc12,1,0.4,-4,-6,9,-22,-3,-16,0,-19,10
CCCc1ccc(C(O)c2ncc(-c3ccccc3)[nH]2)cc1 (stereo unspecified),.,-0.8,-7,-2,-139,-28,-105,.,3,-42,-4
C=C1CCC[C@]2(C)C[C@H]3OC(=O)C(CNCCN(CC)CC)[C@H]3CC12 (stereo partly specified),5,0.2,-17,-2,11,-11,-20,-4,-2,-18,6

Screening data from PubChem.
